Compound activity from PubChem.
Vif-A3F inh – blocks the Vif interaction with APOBEC3F | Potency, µM (top dose mostly 46.1 µM), for the others: top-dose activity, negative = active | 390,000 tested, 0.2% active | HeLa A3F-eYFP + Vif (tagged APOBEC3F with the HIV-1 protein that degrades it), YFP fluorescence increase; further: potency means the concentration at half of the fitted maximal effect; % of control where 0% means no effect; nearly all actives have a fitted effect of over 65% in size
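HeLa cells stably expressing Vif plus C-terminally eYFP-tagged A3F were seeded, incubated overnight at 37 deg C, dosed with compound, incubated overnight again at 37 deg C. Yellow fluorescence (Ex 488/Em 500-530) reported blocked Vif-mediated A3F-eYFP degradation.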
12-LOX inh – inhibitors of human 12S-lipoxygenase ALOX12; purified 12hLO, xylenol orange hydroperoxide absorbance; P18054; 580,000 tested, 1.1% active; Potency, µM (highest dose often 108 µM), for the others: top-dose activity change, negative = inhibition, actives largely listed as inhibitors; further: potency means the concentration at half of the fitted maximal effect; on the % scale 0 is the no-effect control and ±100 the full control effect
Target sequence (P18054 whole entry, looked up): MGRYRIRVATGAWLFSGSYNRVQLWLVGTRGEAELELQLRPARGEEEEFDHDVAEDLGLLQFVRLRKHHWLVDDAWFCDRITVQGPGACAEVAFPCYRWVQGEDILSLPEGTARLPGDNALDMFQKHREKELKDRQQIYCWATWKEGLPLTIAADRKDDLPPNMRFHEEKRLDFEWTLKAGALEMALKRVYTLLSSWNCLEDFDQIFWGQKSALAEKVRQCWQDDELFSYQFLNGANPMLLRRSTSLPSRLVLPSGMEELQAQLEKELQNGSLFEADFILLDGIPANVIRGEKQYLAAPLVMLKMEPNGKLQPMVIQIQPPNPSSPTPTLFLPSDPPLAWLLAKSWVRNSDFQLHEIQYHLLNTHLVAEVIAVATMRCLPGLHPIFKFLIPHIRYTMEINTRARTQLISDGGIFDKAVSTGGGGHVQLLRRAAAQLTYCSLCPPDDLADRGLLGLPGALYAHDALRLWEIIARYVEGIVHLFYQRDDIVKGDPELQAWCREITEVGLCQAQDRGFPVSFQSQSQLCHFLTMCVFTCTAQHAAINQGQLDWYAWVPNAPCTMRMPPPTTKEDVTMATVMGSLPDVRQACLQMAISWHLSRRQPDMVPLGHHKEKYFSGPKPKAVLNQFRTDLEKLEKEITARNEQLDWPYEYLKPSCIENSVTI
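Purified human 12hLO (150 nM final) in 25 mM Hepes, 0.01% Triton X-100, pH 7.0 was preincubated 15 min at room temperature with compound. Then 40 uM arachidonic acid was added, 30 min. Hydroperoxide was read by Fe-XO absorbance ratio 573/405 nm.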
D2 ag – D2 dopamine receptor (human) agonism. P14416. HEK293 T-REx D2 cells, calcium flux agonist mode. activation, % at 2 µM. 340,000 tested, 0.53% active. AID 485358;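 active means activation over 3 SD above normal in the single-dose calcium agonist read, cut at about 30% in these data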; further: 0% is about no effect
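HEK293 Trex D2 cells, tetracycline-induced, o/n 30 C 5% CO2; no-wash Ca dye, RT 30–90 min; 10-cycle baseline, 23 nl cpd added, kinetic Ca read 180 s; agonist hits = positive Ca response.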
RGS4 inhibitor – inhibitors of human regulator of G protein signaling 4; P49798; Transcreener GDP fluorescence polarization, RGS4-accelerated GTP hydrolysis; Potency, µM (highest dose often 114 µM), for inactives: top-dose activity change, negative = inhibition, hits mostly inhibitors; 390,000 tested, 0.039% active; further: potency means the concentration at half of the fitted maximal effect; on the % scale 0 is the no-effect control and ±100 the full control effect; nearly all actives have a fitted effect of over 75% in size; some results filed as inactive show a strong effect at the top dose
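MLSMR compounds (23 nl, pin-transferred) preincubated 10 min at room temperature with a 500nM (2x) first reagent, then RGS4 at 900nM (2x) plus Transcreener GDP mix added; fluorescence polarization (620/688 nm) read before and after 90 min at 30 °C.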
D2 antag – antagonists of human D2 dopamine receptor. 340,000 tested, 2% active. P14416. inhibition, % at 10 µM. HEK293 TREx D2 cells, calcium flux, dopamine EC80; in the data active means inhibition above about 30%; further: 0% is about no effect
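In this primary screen, negative modulation is detected by tracking calcium flux after an EC80 dopamine challenge in inducible HEK293 T-REx D2 cells preexposed to test compound for 180 s.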
LDHA block – blocks human lactate dehydrogenase A; AID 1347041; 480,000 tested, 0.15% active; purified LDHA, NADH/diaphorase-resazurin fluorescence; active compounds read low; activity change, % (values are at about 110 or 230 µM); P00338; in the data active means activity change below about -30%; inconclusive means mostly about -25% to -30%;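 further: plate controls were DMSO wells for no effect and wells without enzyme for full effect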
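Resorufin fluorescence (ex540/em590), read at 0 and 20 min after diaphorase/resazurin addition, reports the NADH left after a 5 min room-temperature reaction of 2 nM human LDH5 with 0.06 mM NADH and 0.2 mM pyruvate.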
Glioma ERSR ind – inducers of ER stress response in human glioma cells | U87-MG GRP78 promoter luciferase reporter, 16 h | Potency, µM, for the others: top-dose activation, hits mostly activators | 420,000 tested, 0.02% active | AID 602332; further: potency means the concentration at half of the fitted maximal effect; series mostly up to about 76 µM; % of control where 0% means no effect; nearly all actives have a fitted effect of over 35% in size
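Stably transfected U87-MG glioma cells carrying a GRP78-based luciferase sensor; 16 h compound incubation. Luminescence end-point read 10 min after Bright-Glo addition at room temperature.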
Vif-A3G inh – inhibitors of Vif-APOBEC3G interaction | Potency, µM (titrated, usually from 46.1 µM), inactives show at the top dose activity, negative = active, hits mostly inhibitors | 410,000 tested, 0.076% active | HeLa A3G-eYFP + Vif (tagged APOBEC3G with the HIV-1 protein that degrades it), YFP fluorescence, overnight | Q9HC16;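 further: potency means the concentration at half of the fitted maximal effect; on the % scale 0 is the no-effect control and ±100 the full control effect; nearly all actives have a fitted effect of over 60% in size; hits raise eYFP signal because A3G escapes Vif-driven loss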
Target sequence (Q9HC16 whole entry, looked up): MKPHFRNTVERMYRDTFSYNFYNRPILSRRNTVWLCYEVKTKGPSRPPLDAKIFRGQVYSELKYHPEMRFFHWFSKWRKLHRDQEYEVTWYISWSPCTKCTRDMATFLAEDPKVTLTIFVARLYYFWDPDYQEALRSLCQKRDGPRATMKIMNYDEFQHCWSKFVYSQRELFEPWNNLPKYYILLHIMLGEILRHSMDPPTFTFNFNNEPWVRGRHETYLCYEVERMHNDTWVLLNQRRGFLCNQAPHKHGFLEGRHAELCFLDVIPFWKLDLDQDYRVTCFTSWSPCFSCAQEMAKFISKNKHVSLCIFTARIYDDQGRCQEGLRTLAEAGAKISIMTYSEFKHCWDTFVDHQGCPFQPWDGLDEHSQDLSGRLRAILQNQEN
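Read-out is eYFP fluorescence (Ex 488/Em 500-530) from Vif-expressing HeLa A3G-eYFP cells; more signal means A3G escaped Vif-mediated degradation. Cells plated overnight, compound pinned in, incubated overnight at 37 deg C.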
ERG Ets-DNA blk – blocks human ERG Ets domain binding to DNA; P11308; fluorescence polarization, His-ERG Ets domain / labelled DNA; Potency, µM (doses to about 76.9 µM), for the others: top-dose FP activity, negative = inhibition, actives largely listed as inhibitors; 370,000 tested, 0.028% active; AID 624246; active means well fitted inhibition curve with a large enough effect in the polarisation, with a control signal flat; inconclusive means small, poorly fitted or top-dose-only effect, or effect the other way, or a change in a side signal; inactive means no such curve, though single readings can be large or run the other way; the % refers to the polarisation;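 further: polarization taken with two DNA probes labelled with fluorescein and Texas red; potency means the concentration at half of the fitted maximal effect; % of control where 0% means no effect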
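His-tagged ERG Ets domain (1 uM in the protein solution; 300mM KCl, 50mM Tris-HCl, 1mM EDTA, 1mM DTT, pH 7.5) received compound, then a probe mix of 5 nM fluorescein-DNA and 100nM Texas-615-DNA. Fluorescence polarization was read for both dyes.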
Active calls of the source: *; u = inconclusive; x = not tested or not shown; & = joins results of further samples; [ ] = another dose, or the depositor's remark. Unless noted, the call rests on the fitted dose curve; in most records, active means well fitted curve in the direction sought with a large enough effect; inconclusive means small, poorly fitted or top-dose-only effect, or another doubt; inactive means no such curve, though single readings can be large; an effect the other way counts as inactive or inconclusive. This is a subset; count on the stated rates, not on these rows.

SMILES | Vif-A3F inh | 12-LOX inh | D2 ag | RGS4 inhibitor | D2 antag | LDHA block | Glioma ERSR ind | Vif-A3G inh | ERG Ets-DNA blk
N/C(=N\OC(=O)CCC(=O)O)c1ncc(C(F)(F)F)cc1Cl | -6% | -1% | -0.4 | 2% | -3 | -10 | -1% | -1% | 0%
CCn1cc(C(=O)O)c(=O)c2cnc(N3CCN(C(=S)NC(=O)c4ccc(OC)cc4)CC3)nc21 | 4% | u | -0.5 | 4% | 13 | 8 | -5% | 0% | 2%
CC(OC(=O)c1n[nH]c2ccccc12)C(=O)Nc1ccccc1[N+](=O)[O-] (configuration not stated) | 10% | u | -0.5 | 2% | -8 | -12 | 10% | 0% | x
COc1ccc(NC(=O)CCNS(=O)(=O)c2ccc(NC(C)=O)cc2)cc1Cl | -15% | 4% | 0.0 | -12% | 7 | -2 | 2% | 0% | 1%
O=C(Oc1ccc(-c2cnc3ccccc3n2)cc1)c1ccc(Cl)c([N+](=O)[O-])c1 | 1% | 0% | -0.7 | 14% | 11 | -10 | 6% | 0% | -14%
CC(=O)N1c2ccc(S(=O)(=O)NCCC(=O)N(C)Cc3ccccc3)cc2CC1C (configuration not stated) | -7%&3% | -7%&-5% | -0.8&-0.6 | -13%[56.9 µM] | -3 | -2&-4 | -3%&-1% | 0%&2% | -11%&9%
O=[N+]([O-])c1ccccc1CNC1CCCCCC1 | -7% | u | 0.0 | 11% | 2 | -12 | u | 0% | 1%
CCOC(=O)C(=Nc1ccccc1)NO | 1% | 3% | 0.7 | 1% | 6 | -7 | -2% | -1% | -10%
OCC#CCSc1nnc(-c2ccccc2Br)o1 | -7% | -3% | 1.6 | 9% | -8 | -21 | 3% | -7% | x
CN(C)c1ccc(NC(=O)C2CCCN(S(=O)(=O)c3ccccc3)C2)cc1 (configuration not stated) | -2% | u | 0.6 | -12% | 2 | -3 | 1% | 4% | 3%
CCc1ccc(NC(=O)c2ccc(Cn3nc(N4CCN(c5ccccc5)CC4)ccc3=O)o2)cc1 | 1% | u | -0.1 | -42% | x | 2 | -1% | 6% | -3%
CCOC(=O)c1ccc(N2C(=O)c3cccc4c(C(=O)O)ccc(c34)C2=O)cc1 | 1% | 16µM* | 1.0 | 8% | 0 | -1 | -3% | -1% | -12%
CS(=O)(=O)c1cnc(-c2ccccc2)nc1Sc1ccc(F)cc1 | 1% | 96%[activator] | -0.1 | 9% | -28 | -2 | u | -9% | 12%
CCc1ccc(-c2csc3ncn(CC)c(=O)c23)cc1 | -2% | 4% | -1.3 | -21% | 7 | -8 | -2% | -2% | 1%
CC(C)n1c(CNC(=O)c2ccccc2)nc2ccccc21 | -2% | 0%&32% | -0.2 | -23% | -3 | -17&-9 | -3% | 1% | -7%
CO/C(N)=C(\C#N)N=Cc1ccccc1Cl | 3% | u | -0.6 | 2% | -1 | -8 | 6% | -6% | -8%
Cc1nc(-c2cccc(S(=O)(=O)N3CCCC(C)C3)c2)cs1 (configuration not stated) | 1% | u | -1.0 | -4% | -3 | 1 | -4% | -6% | -4%
Cc1ccc(Cl)c2c1NC(=O)C2(O)CC(=O)c1ccc(Br)cc1 (configuration not stated) | 0% | u | 2.5 | -15% | 30 | 4 | -7% | 0% | 4%
CCOC(=O)c1sc(NC(=O)CCC(=O)O)nc1C | -21% | -11% | 1.6 | 11% | 6 | -12 | -4% | 2% | -5%
Cc1ccc(-n2ncc3c2CCCC3NC(=O)CSc2ccccn2)cc1C (configuration not stated) | -12% | 4% | -2.6 | 2% | 3 | -5 | 0% | -1% | 6%
Cc1nnc(NC(=O)c2nc(SC(C)C)ncc2Cl)s1 | -5% | 5% | 0.3 | -31% | x | -2 | 0% | -1% | 1%
CC(C)c1ccc(-c2nnc3n(CCc4ccccc4)c(=O)c4ccccc4n23)cc1 | 3% | -24% | 0.9 | 13% | x | -3 | -1% | -4% | -3%
CC(C)(C)OC(=O)N1CCC[C@H]1c1nnc(SCc2ccc(Cl)cc2Cl)o1 | -5% | 45%[activator] | 0.8 | -10% | -29 | 5 | -7% | -6% | 4%
CCc1cccc(C)c1Nc1nn2c(=O)c3ccccc3nc2s1 | u | u | 0.1 | u | x | -5 | -2% | 2% | 7%
O=C1/C(=C/c2ccc3c(c2)OCO3)Oc2cc(OCC(=O)N3CC(O)C[C@H]3C(=O)O)ccc21 (some centres not stated) | 6% | x | -0.6 | -21% | 22 | 4 | 1% | -2% | 0%
COC(=O)c1ccc(-c2nc(CN3CCCN(C(=O)c4ccco4)CC3)c(C)o2)cc1 | -11% | -1% | 4.3 | -6% | 9 | 0 | -1% | 3% | 8%
CN(Cc1ccccn1)C(=O)c1cc(COc2ccc(F)c(F)c2)on1 | 4% | 18% | x | x | x | -10 | 1% | -1% | x
CCC(C)c1ccc(NC(=S)Nc2ccc(OC)c(OC)c2)cc1 (configuration not stated) | x | u | 1.4 | -5% | 7 | 4 | 1% | 0% | 6%
CCOC(=O)c1cc(CC)sc1NC(=O)COC(=O)c1cnccn1 | 3% | -6% | -0.6 | 12% | -5 | -7 | -4% | 0% | -14%
COC(=O)c1sccc1NC(=O)Nc1ccc(F)cc1F | -1% | 462%[activator] | -0.4 | 13% | 1 | -7 | 1% | 2% | -4%

The closing two records of the section above are carried over, then new ones follow:
SMILES | Vif-A3F inh | 12-LOX inh | D2 ag | RGS4 inhibitor | D2 antag | LDHA block | Glioma ERSR ind | Vif-A3G inh | ERG Ets-DNA blk
CCOC(=O)c1cc(CC)sc1NC(=O)COC(=O)c1cnccn1 | 3% | -6% | -0.6 | 12% | -5 | -7 | -4% | 0% | -14%
COC(=O)c1sccc1NC(=O)Nc1ccc(F)cc1F | -1% | 462%[activator] | -0.4 | 13% | 1 | -7 | 1% | 2% | -4%
COC(=O)c1ccc(S(=O)(=O)N2CCCCCC2)cc1 | -18% | 0% | 2.7 | 29% | 12 | -9 | 1% | 2% | -1%
CCCOc1ccc(CNC(=O)c2ccc3c(c2)N(CC)CCS3)cc1 | -3% | -8% | 1.2 | -4% | 50* | -4 | -4% | -6% | 9%
COc1cc(N)c(Cl)cc1C(=O)OCC(=O)NCC1CCCCC1 | -4% | -3% | x | 11% | x | -1 | -1% | 0% | -5%
CC(C)CNC(=O)COC(=O)Cc1ccc(Cl)cc1 | 11% | -1% | 0.1 | 16% | -11 | -4 | -2% | -4% | 8%
O=C(C1=CC=CN2CCS(=O)(=O)N=C12)N1CCN(c2cccc(Cl)c2)CC1 | 6% | -14% | 0.2 | -10% | -7 | -5 | -4% | 1% | -7%
COc1ccc(N2CCC(CNC(=S)Nc3ccc(C)cc3C)C2)cc1 (configuration not stated) | 7% | u | 0.1 | -24% | -3 | 1 | -3% | 4% | 2%
C=CCN1C(=O)C(O)=C(C(C)=O)C1c1ccccc1F (configuration not stated) | x | u | -0.1 | -3% | -11 | -8 | -5% | 0% | 4%
CC(=O)c1ccc2c(c1)N(CCCN1CCC(CCO)CC1)c1ccccc1S2 | 2% | u | -1.2 | 12% | 74* | -12 | 0%&-1% | 0% | 0%
CC(C)C(=O)N1CCN(c2ccc(NC(=O)c3ccco3)cc2Cl)CC1 | 5% | -16% | 1.2 | 7% | 0 | -10 | 0% | 5% | 0%
Cc1ccc(/C=C/C(=O)c2ccc([N+](=O)[O-])o2)cc1 | -12% | -7% | 1.3 | -30% | 1 | 7 | -9% | u | 3%
COc1ccccc1CNc1nc(-c2ccco2)nn1S(C)(=O)=O | 1% | -29% | 0.7 | -3% | x | -1 | -4% | -4% | -5%
CCOc1ccc(NC(=O)C(=O)NCCc2csc(-c3ccc(C)cc3)n2)cc1 | 2% | -17% | -0.1 | 16% | x | -5 | 2% | -6% | 8%
CCc1ccc(C2c3c(-c4ccccc4)n[nH]c3C(=O)N2c2ccc(C(=O)O)cc2)cc1 (configuration not stated) | -10% | 40µM* | 0.0 | -47% | x | -10 | 0% | 2% | -1%
O=C1c2ccccc2C(=O)N1N(c1ccccc1)c1ccccc1 | -8% | -8% | x | 23% | x | -4 | -4% | 1% | -15%
CSc1ccccc1C(=O)N(C)C(c1ccccc1)c1ccccc1 | 4% | -22% | 4.0 | -18% | 3 | -1 | -5% | -5% | 1%
O=C(Nc1ccccc1)NC1CCCCCCC1 | 6% | 49%[activator] | x | 16% | x | 1 | -7% | -4% | -4%
Cc1ccc(C)n1-c1nnc(N2CCCC(C(=O)NCc3ccccc3)C2)s1 (configuration not stated) | x | -13% | -0.2 | 1% | x | 0 | x | x | 1%
COc1cccc(NC(=O)Nc2cc(C)ccc2F)c1 | -1% | 0% | x | -29% | x | -3 | 10% | 0% | 1%
C[C@H]1CCC[C@@]2(O[C@@H](CCO)C[C@H](O)[C@H]2O)O1 | -1% | 19% | x | 8% | x | 0 | -5% | 1% | 17%
Cc1cc(F)cc(-c2cc(C(=O)NCc3ccccc3)[nH]n2)c1 | x | 1% | x | x | x | -13 | 2% | -3% | x
Cn1c(N)c(C(=O)CCl)c(=O)n(Cc2ccccc2)c1=O | 7% | 1% | 0.5 | -4% | -26 | -1 | -8% | 1% | -3%
COc1ccc(CCNCc2c(C(=O)O)c(C)n(Cc3cccc(C)c3)c2C)cc1OC | 5% | -15% | x | 4% | x | -4 | -4% | -7% | 0%
